Compound activity (PubChem BioAssay)
ASM inhibitor: blocks human secretory acid sphingomyelinase; Potency, µM (top dose mostly 57.5 µM), for inactives: at the highest dose activity change, negative = inhibition, most hits filed as inhibitors; 0.006% of 340,000 active; placental ASM, HMU-PC fluorogenic substrate, 60 min; AID 504937; P17405; also: potency is read from the fitted curve at half-maximal effect
Target sequence (P17405 47-631 limits assumed): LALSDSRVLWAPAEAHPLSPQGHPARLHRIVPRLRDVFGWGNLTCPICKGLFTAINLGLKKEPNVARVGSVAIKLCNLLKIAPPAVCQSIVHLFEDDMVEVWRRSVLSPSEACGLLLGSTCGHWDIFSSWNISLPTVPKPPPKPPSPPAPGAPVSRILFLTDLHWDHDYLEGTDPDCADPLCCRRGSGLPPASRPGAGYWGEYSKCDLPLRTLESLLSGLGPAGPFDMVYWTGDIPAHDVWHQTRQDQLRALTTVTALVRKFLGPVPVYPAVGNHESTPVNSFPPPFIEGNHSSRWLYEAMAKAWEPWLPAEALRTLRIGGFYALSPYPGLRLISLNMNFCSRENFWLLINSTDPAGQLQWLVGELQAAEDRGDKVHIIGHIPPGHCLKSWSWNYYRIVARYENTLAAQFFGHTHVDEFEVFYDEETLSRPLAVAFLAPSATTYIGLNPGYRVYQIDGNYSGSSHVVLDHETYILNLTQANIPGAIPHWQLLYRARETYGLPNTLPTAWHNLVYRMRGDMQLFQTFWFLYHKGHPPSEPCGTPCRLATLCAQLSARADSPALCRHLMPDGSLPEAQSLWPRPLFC
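Fluorogenic HMU-PC substrate (9 uM final) is turned over by placental ASM in 60 min at 37 C after a 10 min compound preincubation. Reaction ended by alkaline stop (pH 10), with fluorescence read at 386/447 nm.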
TSG101-PTAP inh: blocks PTAP/TSG101 interaction to inhibit HIV-1 budding. Q99816. Fluorescence polarization, FITC-PTAP peptide / Tsg101 binding. Potency, µM (doses to about 115 µM), for inactives: at the top dose activity change, negative = inhibition, hits mostly inhibitors. 340,000 tested, under 10 active. AID 493005; active = well fitted inhibition curve with a large enough effect in the main read-out, with a control signal flat, not every such curve was filed as active; inconclusive = small, poorly fitted or top-dose-only effect, or effect the other way, or a change in a side signal; inactive = no such curve, though single readings can be large or run the other way; also: potency is read from the fitted curve at half-maximal effect; % of control where 0% means no effect
Target sequence (Q99816 whole entry, looked up): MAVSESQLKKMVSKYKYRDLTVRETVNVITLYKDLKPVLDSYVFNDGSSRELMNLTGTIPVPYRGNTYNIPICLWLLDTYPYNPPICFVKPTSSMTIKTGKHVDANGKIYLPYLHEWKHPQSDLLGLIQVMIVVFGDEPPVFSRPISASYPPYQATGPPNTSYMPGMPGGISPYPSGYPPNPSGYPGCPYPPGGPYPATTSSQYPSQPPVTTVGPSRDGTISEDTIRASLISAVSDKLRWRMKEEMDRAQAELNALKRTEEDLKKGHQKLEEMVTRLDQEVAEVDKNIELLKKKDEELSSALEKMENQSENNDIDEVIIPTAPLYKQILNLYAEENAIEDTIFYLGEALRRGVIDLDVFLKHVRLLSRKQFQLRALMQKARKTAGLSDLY
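Steps: Tsg101 binding domain dispensed (10 uM final), compounds pinned in DMSO, FITC-labeled PTAP-motif peptide added (50 nM final); after 20 min binding at room temperature, polarization measured.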
TSHR antag: blocks TSH signaling through the human TSH receptor. activity change, negative = inhibition, % at 11.5 µM. TSHR-expressing cells, TSH-stimulated cAMP HTRF, 2 h; hits give low values. 0.2% of 330,000 active;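 active = activity change below a set negative limit, meaning inhibition stronger than a set level, cut at about -70% in these data; inconclusive = activity change between two set negative limits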; also: % is scaled to controls: 0 for no effect and ±100 for the full control effect
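TSHR-expressing cells, 200/well, pre-treated with compound, then stimulated with EC80 TSH (4nM final) for 2 hours at 37 deg C. cAMP measured by competitive HTRF: anti-cAMP cryptate antibody in lysis buffer plus cAMP-d2, read after 30 minutes at room temperature.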
A-T KAP1 phos: candidate therapy for ataxia-telangiectasia; Potency, µM (highest dose often 57.5 µM), inactives show at the top dose activation, usual class: activators; AID 485349; 0.19% of 320,000 active; […] A-T fibroblasts, KAP-1 phosphorylation AlphaLISA; neocarzinostatin DNA damage 30 min before lysis; also: potency is read from the fitted curve at half-maximal effect; % of control where 0% means no effect; nearly all actives have a fitted effect of over 45% in size
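ATM-like activity read as KAP-1 phosphorylation via AlphaLISA donor/acceptor antibody pairs after lysis and 6 hr at 25C. Cells were ATM-null patient fibroblasts ([…], hTERT), dosed 60 min, then exposed to the DSB inducer NCS for 30 min.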
Integrin act MD: activates integrin-mediated alleviation for muscular dystrophy; alpha7betagal myoblasts, beta-gal FDG fluorescence, 48 h; Potency, µM (series often up to 38.3 µM), inactives show at the top dose activation, usual class: activators; 0.064% of 350,000 active; AID 624291;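 also: potency is read from the fitted curve at half-maximal effect; 100% = response of the positive control SU9516; nearly all actives have a fitted effect of over 60% in size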
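Alpha7betagal+/- myoblasts (passage 13) were plated 16-24 hr, then exposed to compounds (1:260 dilution of DMSO stock) for 48 hours at 37C. After MPER lysis, β-galactosidase reporter activity was read as FDG fluorescence (ex 480/em 540) after 30 minutes.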
MBNL1-CUG inh: blocks human MBNL1 binding to CUG repeat RNA. 0.036% of 280,000 active. Q9NR56. TR-FRET MBNL1-His/biotin-(CUG)12 binding, 665/545 ratio. Potency, µM (doses to about 57.5 µM), inactives show at the highest dose activity change, negative = inhibition, hits mostly inhibitors. AID 2675; active = well fitted inhibition curve with a large enough effect in the signal ratio, with a control signal flat, not every such curve was filed as active; inconclusive = small, poorly fitted or top-dose-only effect, or effect the other way, or a change in a side signal; inactive = no such curve, though single readings can be large or run the other way; the % refers to the signal ratio; also: potency is read from the fitted curve at half-maximal effect; % is scaled to controls: 0 for no effect and ±100 for the full control effect
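MBNL1-His + Biotin-(CUG)12, cpd titration 92 nM–58 uM; Tb anti-His Ab 0.055 ng/ul, SA-XL665 5 nM (final); 60 min RT; ratiometric 665/545 nm, Ex 340 nm; normalized to buffer and full-complex controls.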
Menin-MLL TR inh: inhibitors of human menin-MLL interaction, mutant MLL peptide | AID 1768 | 0.23% of 270,000 active | Menin + Texas Red MLL mutant peptide, fluorescence polarization | Potency, µM (highest dose often 61.6 µM), for inactives: at the highest dose FP activity change, negative = inhibition, actives largely listed as inhibitors; active = well fitted inhibition curve with a large enough effect in the polarisation, with a control signal flat, not every such curve was filed as active; inconclusive = small, poorly fitted or top-dose-only effect, or effect the other way, or a change in a side signal; inactive = no such curve, though single readings can be large or run the other way; the % refers to the polarisation; also: potency is read from the fitted curve at half-maximal effect; % of control where 0% means no effect; many of its hits are not listed in these tables
Mito fusion yeast: mitochondrial division inhibition or fusion activation. S. cerevisiae fusion-defective mutant growth rescue, CellTiterGlo 48 h. 0.23% of 320,000 active. Potency, µM (doses to about 46.1 µM), without a hit: top-dose growth rescue (activation), hits mostly activators;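 also: potency is read from the fitted curve at half-maximal effect; % of control where 0% means no effect; nearly all actives have a fitted effect of over 45% in size; temperature-sensitive fusion mutants such as fzo1-1 at 37 °C on non-fermentable ethanol glycerol medium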
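Yeast fusion mutant, YPEG (non-fermentable carbon), compound, 48 h at 37C non-permissive; CellTiterGlo added, 10 min RT, luminescence read. Rescued growth = division inhibition.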
CXXC DNA block: MLL CXXC-DNA interaction inhibition. Potency, µM (doses to about 115 µM), for the others: at the top dose activity change, negative = inhibition, usual class: inhibitors. 0.037% of 290,000 active. MLL-CXXC / FITC-HOXA9 DNA fluorescence polarization. AID 2662; active = well fitted inhibition curve with a large enough effect in the polarisation, with a control signal flat, not every such curve was filed as active; inconclusive = small, poorly fitted or top-dose-only effect, or effect the other way, or a change in a side signal; inactive = no such curve, though single readings can be large or run the other way; the % refers to the polarisation; also: potency is read from the fitted curve at half-maximal effect
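Fluorescence polarization: 7 uM MLL-CXXC (stock) preincubated 5 min with compounds, then 50 nM fluorescein-HOX-A9 DNA (stock) added; 30 min ambient. Buffer 50 mM Tris-HCl pH 7.5, 50 mM NaCl, 1 mM DTT, 0.05% BSA.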
TCR act: activators of T cell receptors | primary human leukocytes, anti-CD3, IL-2 HTRF, 48 h | Potency, µM (series often up to 9.22 µM), without a hit: at the top dose activation of IL-2 secretion, most hits filed as activators | 330,000 tested, under 10 active | AID 504894; also: % of control where 0% means no effect
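Primary human leukocytes receive a-CD3 beads and test compound and are incubated 48 hr. Secreted IL-2 is then assayed by HTRF, measuring 665nm acceptor emission after 320nm excitation of the europium donor.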
Active calls of the source: *; u = inconclusive; x = no result given; & = joins results of further samples; [ ] = another dose, or the depositor's remark. Unless noted, calls follow the shape of the dose curve; as a rule, active = well fitted curve in the direction sought with a large enough effect; inconclusive = small, poorly fitted or top-dose-only effect, or another doubt; inactive = no such curve, though single readings can be large; an effect the other way counts as inactive or inconclusive.

SMILES	ASM inhibitor	TSG101-PTAP inh	TSHR antag	A-T KAP1 phos	Integrin act MD	MBNL1-CUG inh	Menin-MLL TR inh	Mito fusion yeast	CXXC DNA block	TCR act
NC(=O)c1nsc(C(=O)N(c2ccccc2)C(C(=O)NCc2ccc(F)cc2)c2ccco2)c1N (configuration not stated)	x	0%	46	9%	15%	45%[activator]	34%[activator]	-5%	u	-3%
O=c1[nH]c2ccc(S(=O)(=O)N3CCCCC3)cc2o1	-3%	1%	-3	x	2%	3%	17%	1%	12%	-2%[46.1 µM]
COc1cc2c(=O)n(CCC(=O)NCC3CCCO3)c(=O)n(CC(=O)Nc3ccc(C)c(C)c3)c2cc1OC (configuration not stated)	-3%	-1%	10	-12%	7%	6%	-1%	-9%	-3%	13%
CC(C)CNC(=O)CC(c1ccccc1)c1ccccc1	-4%	-2%	-6	9%	-10%	-4%	-18%	-4%	-4%	-10%
c1ccc(Cc2nnc(N3CCCCC3)c3ccccc23)cc1	1%	-1%	-3	10%	16%	12%	u	0%	3%	-1%
Cc1cc(Br)cc(C)c1NC(=S)NC(=O)CC(C)C	-1%	-5%	-10	-4%	-7%	0%	5%	1%	8%	-2%
CCC1CC(/C(C)=N/NC(N)=O)OC1=O (configuration not stated)	0%	-3%	-3	-1%	0%	-5%	-22%	25%	-2%	1%
Cc1ccc(O)c(C(=O)c2coc(=N)c(C(=O)NC(C)C)c2)c1	8%	-3%	-5	-1%	3%	4%	x	1%	0%	-1%
Cc1ccc(S(=O)(=O)N2CCN(C(=O)COC(=O)CCOc3cc(C)ccc3C)CC2)c(C)c1	0%	0%	x	x	-16%	x	x	x	x	4%
O=c1[nH]c2cc(NCCO)c([N+](=O)[O-])cc2[nH]1	-9%	-2%	-9	-1%	25%	u	4%	9%	-5%	6%
O=C1Nc2ccccc2/C1=N\N=C\C1=C(N2CCOCC2)C(=C\c2ccccc2)/CC1	x	x	-4	-4%	x	u	-25%	4%	9%	x
Cc1ccc(CNS(=O)(=O)c2c(C)n(C)c(=O)n(C)c2=O)cc1	-3%	-9%	0	0%	1%	-5%	x	2%	5%	8%
C[C@@H](C(=O)NCc1ccc(S(C)(=O)=O)cc1)[C@@H]1C[C@@]1(C)[C@@H](NC(=O)OCc1ccccc1)c1ccccc1	-1%	-5%	-1	2%	34%	4%	1%&4%	-2%	4%	6%
C/C(=N\NC(=O)CCC(=O)O)c1c(-c2ccccc2)c2cc(Br)ccc2[nH]c1=O	-1%	-5%	-9	0%	-22%	-1%	x	-4%	-2%	-11%
CCN1C(=O)C(CC(=O)Nc2ccc(OC)cc2)N(Cc2ccc3c(c2)OCO3)C1=S (configuration not stated)	-4%	0%	17	-14%	-10%	x	u	5%	13%	1%[46.1 µM]
CC(=O)c1cc(Cl)ccc1OC(=O)c1ccco1	2%	-10%	4	-1%	13%	0%	19%	-7%	73%[activator]	2%
COC(=O)C1=C(C)NC(=S)NC1c1ccc(OC(=O)c2ccco2)cc1 (configuration not stated)	2%	0%	-9	2%	1%	3%	-12%	9%	74%[activator]	4%
CCCCNCc1cc(Cl)c(OCCC)c(OCC)c1	9%	x	-1	1%	-50%[inhibitor]	1%	-15%	-8%	u	x
O=C(OC1CCOC1=O)c1ccc2ccccc2n1 (configuration not stated)	-1%	-5%	-1	3%	7%	19%	-23%	-9%	2%	-4%
COC(=O)c1ccc(Cn2nc(-c3ccccc3)ccc2=O)cc1	-7%	-4%	-8	46%	-8%	7%	u	13%	-1%	0%
O=C(CSc1nc2c(cnn2-c2ccccc2)c(=O)[nH]1)c1ccc(Cl)cc1	-25%	-11%	-10	-2%	2%	-3%	0%	-1%	2%	5%[46.1 µM]
O=c1cc(O)nc(SCc2ccc(Cl)cc2)[nH]1	-2%	-7%	-21	-10%	2%	5%	-12%	2%	-14%	-43%
CCC1(c2ccccc2)NC(=O)N(CC(=O)Nc2cc(S(=O)(=O)N3CCCCC3)ccc2OC(C)C)C1=O (configuration not stated)	-3%	1%	x	3%	3%	x	x	8%	x	-5%
Cc1ccc(C(=O)NCCc2c[nH]c3ccccc23)s1	2%	-3%	-1	2%	-3%	2%	x	-3%	9%	-2%
CCOC(=O)c1[nH]c(C)c(C(=O)NCc2ccc(C)cc2)c1C	-1%	-1%	-8	7%	10%	0%	-4%	3%	0%	-2%
O=C(Cc1ccccc1)N/N=C/c1ccc(OCC(=O)Nc2ccccc2)cc1	-3%	0%	-7	0%	-4%	-2%	15%	11%	10%	0%
O=C(Nc1cccc(C(=O)O)c1)/C(=C\C=C\c1ccccc1)NC(=O)c1ccccc1	-5%	-6%	-4	3%	-15%	u	31%[activator]	0%	-6%	x
COc1ccc(S(=O)(=O)N2CCCCC2)cc1NC(=O)CSc1nccn1C	0%	2%	-19	1%	12%	-10%	1%	13%	-2%	-3%
COc1ccccc1C(CNC(=O)CNC(=O)c1ccc(Cl)c(Cl)c1)N1CCCC1 (configuration not stated)	5%	-1%	2	-15%	-18%	x	x	6%	x	4%
Cn1c(NCCCO)nc2c(c1=O)C1(CCCCC1)Cc1ccccc1-2	6%	-6%	5	29%	-12%	-3%	13%[11.7 µM]	25%	11%	-2%
CC[C@H](C)/C=C(C)/C=C/C(=O)Cc1cc(O)c(C)c(O)c1C=O	-1%	1%	1	3%	-14%	-5%	x	11%	9%	-3%
CC(C)(C)c1cc(NC(=O)Nc2ccc(Br)cc2Cl)no1	u	-5%	-16	6%	0%	-4%	-2%	14%	1%	-4%
CCOc1ccccc1NC(=O)CCCN1C(=S)NC(C)(C)CC1C (configuration not stated)	2%	1%	14	-4%	-4%	x	2%	-9%	2%	6%
Cc1ccc(N2C(=O)C(NC(=O)c3ccccc3)(C(F)(F)F)C3=C2CC(C)(C)CC3=O)cc1 (configuration not stated)	0%	-1%	2	0%	2%	-8%	-2%	-2%	-4%	1%[46.1 µM]
O=C(COc1coc(CN2CCN(c3ccccc3F)CC2)cc1=O)Nc1ccccc1	2%	-6%	-2	0%	43%	x	x	-1%	x	1%
O=C1CCC(=O)N1Cc1c(Cl)cccc1Cl	4%	-4%	1	5%	-19%	1%	8%	-4%	6%	-3%
Cc1ccc(Nc2cc(C)nc3c(C)cccc23)cc1	-1%	-5%	-4	x	-38%	18%	39%[activator]	4%	14%	-6%
O=C(c1ccco1)N1CCN(S(=O)(=O)c2ccc(C3CCCCC3)cc2)CC1	-11%	-5%	-24	-7%	-25%	-6%	-7%	5%	1%	1%
COc1ccc(OC)c(NC(=O)CC2SC(=Nc3ccccc3)N(CCc3ccccn3)C2=O)c1 (configuration not stated)	u	-19%	-3	3%	-26%	x	6%	1%	-2%	4%[46.1 µM]
CSCCC(=O)N1CCCC(CNC(=O)c2ccccc2Cl)C1 (configuration not stated)	8%	-10%	-3	-2%	-14%	-10%	0%	0%	-7%	0%
O=C(NCC1CCCO1)c1ccc[nH]1 (configuration not stated)	5%	0%	-2	-7%	16%	-9%	u	-3%	0%	3%
CSc1ccc(/C=C/C(=O)OCC(=O)N2CCCCCC2)cc1	28%	-3%	-13	8%	-33%	x	x	x	x	-9%
S=C(NC1CCCCC1)N1CCN(c2ncccn2)CC1	-1%	-4%	21	7%	10%	-4%	u	2%	2%	-35%
CCOC(=O)c1c(C)[nH]c(N=Nc2ccccc2C)c1C	u	-10%	-25	22%	-4%	6%	u	5%	0%	-1%
CC(C)Oc1ccc(CNC(=O)c2ccc3c(c2)N(C)CCS3)cc1	x	-1%	-22	24%	-11%	32%[activator]	-14%	-2%	x	1%
CN(C)CCNc1cnn(-c2ccccc2)c(=O)c1Cl	1%	-5%	19	0%	-1%	-2%	-13%	-3%	4%	-12%
Cc1ccc(NC(=S)N/N=C2/CCCc3c(C)cc(C)cc32)cc1	-3%	0%	14	3%	9%	-1%	-13%	-4%	18%	2%
CCN(CC)S(=O)(=O)c1ccc2c(c1)N(CC(=O)N1CCCC1)C(=O)CO2	2%	-1%	-1	-9%	40%	-5%	-23%	-7%	2%	4%
CCCN(CCC)CCNC(=O)C1c2ccccc2C(=O)N2CCc3ccccc3C12 (configuration not stated)	-2%	-5%	4	-1%	39%	-4%	-15%	-3%	0%	0%

Some of the compounds tested. The share of hits here may be higher or lower than overall.
